# TTR transcr act: activators of transthyretin transcription; activation, % at 16.7 µM; 92,000 tested, 1.3% active; SH-SY5Y TTR promoter Gaussia luciferase, luminescence; 100% = recombinant luciferase protein wells; AID 1117267;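 active = activation above the mean of all tested compounds plus 3 SD, cut at about 9.5% in these data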;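 note: cells exposed to compounds for one day before reading; 0% = median of all test compound wells on the plate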
# * marks the source's active call; other numbers are inactive results. These rows are one share of the data (hit frequency here may not be typical).
SMILES,TTR transcr act
CCCCn1c(=O)c(F)cn(Cc2ccc(OC)c([N+](=O)[O-])c2)c1=O,-1.6
O=C(Nc1nnc([C@@H]2C[C@H](O)[C@@H](CO)O2)s1)Nc1cccc2c1CCCC2,4.7
O=C(NCCc1c[nH]c2ccccc12)c1cnc2sccn2c1=O,-1.1
COC(=O)c1ccccc1NS(=O)(=O)c1ccc2c(c1)oc(=O)n2C,-0.4
O=C1CCCC/C1=N\Nc1ccc(OCc2ccccc2)cc1,0.3
CC1(C)CN(c2ccccc2)N(C(=O)c2ccc(C#N)cc2)C1=O,2.0
Cc1cc(C(=O)NNc2ccc(Cl)cc2)no1,2.3
Cc1ccc(S(=O)(=O)N2CCCCC2)cc1C(=O)Nc1cccnc1,3.1
COc1cccc(NC(=O)C2C3C=CC(C3)C2C(=O)O)c1 (stereo unspecified),-1.5
CC12CCC(C/C1=N/NC(=O)Nc1ccccc1)C2(C)C (stereo unspecified),-0.6
O=C(NC1CCCC1)c1cc2nc(-c3ccccc3)cc(-c3ccccc3)n2n1,-2.2
Cc1cc(C)nc(N(C#N)Cc2ccc([N+](=O)[O-])cc2)n1,-0.2
Cc1cccc(C)c1-n1nnnc1C1(C)CCC(=O)N1CC(F)(F)F (stereo unspecified),1.0
CCCCN(CC)CCCNC(=O)C1c2ccccc2C(=O)N(C)C1c1cn(C)c2ccccc12 (stereo unspecified),6.3
O=C(Nc1ccccc1)c1nsnc1C(=O)Nc1ccccc1,-1.8
O=C(c1cccs1)N1CCN(C(=O)N2CCOCC2)CC1,-0.4
CCCCN(CC)CCCNC(=O)c1cn(CC)c2ccc(S(=O)(=O)N3CCc4ccccc4C3)cc2c1=O,-1.8
CCOC(=O)C1(Cc2cccc(OC)c2)CCCN(C(=O)CCSC)C1 (stereo unspecified),0.6
NC1=C(Br)C(=O)c2ccccc2C1=O,6.7
CCCCCCCCN1C(=O)[C@@H](CC(=O)N2CCN(C(=O)OCC)CC2)C[C@@]2(C(=O)OC)C1=C[C@H](C(C)C)O[C@@H]2C1CC1,-1.4
Cc1cc(C(=O)CSc2nnc(Cc3ccccc3)o2)c(C)n1Cc1ccc2c(c1)OCO2,0.5
CC(=O)c1cc(-c2cccc(CO)c2)c(=O)n2c1CCC2,1.0
NS(=O)(=O)c1ccc(NC(=O)COC(=O)COc2ccc(Cl)cc2)cc1,3.1
Cc1cc(C)cc(NC(=O)/C=C/c2ccc([N+](=O)[O-])s2)c1,-1.1
CC(=O)c1ccc(S(=O)(=O)Nc2ccc(C(=O)NCC(c3cccs3)N3CCOCC3)cc2)cc1 (stereo unspecified),-2.0
Cc1ccc(S(=O)(=O)NC2c3cccc4cccc(c34)C2Sc2nc(C)cc(C)n2)cc1 (stereo unspecified),0.2
CCOC(=O)C(C)Sc1ncnc2c1c(-c1ccccc1)cn2-c1ccc(OC)cc1 (stereo unspecified),-1.0
Cn1c(=O)c2c(nc(SCC(=O)c3ccc(F)cc3)n2C)n(C)c1=O,-0.2
CN1C2CCC1CC(NC(=O)CSCc1ccc(Cl)cc1Cl)C2 (stereo unspecified),0.8
C#CCN1C(=O)C(O)(CC(=O)c2ccc(OC)c(OC)c2)c2ccccc21 (stereo unspecified),0.7
CCOC(=O)NC(=O)C(=CNc1ccccc1C)C(=O)NC(=O)OCC,0.8
Cc1nc2cc3ccccc3cc2s1,-1.3
CCOC(=O)CC1c2nc3ccccc3cc2CN1C(=O)OCC (stereo unspecified),-0.2
O=C(Nc1cccc(F)c1)/C(=C\c1cccnc1)NC(=O)c1ccco1,-0.6
CC(C)CC(c1nnnn1C(C)(C)C)N1CCN(C2CCCC2)CC1 (stereo unspecified),-0.2
COc1ccc(C(C)=O)cc1COc1ccc(Cl)c(C)c1,-0.5
NC(=O)c1c(-c2ccccc2)oc2ccc(O)cc12,8.6
Cn1cc(-c2ccccc2)cc(C#N)c1=O,-0.1
Cc1ccccc1-c1cc(C(=O)O)nn1CC1CC(c2cccc([N+](=O)[O-])c2)=NO1 (stereo unspecified),9.0
Cc1ccccc1-n1cnnc1SCC(=O)Nc1cccnc1Cl,-0.5
CCCC(=O)Nc1cccc(C(=O)Nc2nccs2)c1,0.1
COC(=O)Cc1c(O)ccn(CCc2ccccc2)c1=O,0.8
COc1ccc(-c2csc(NC(=O)COC(=O)C3=COCCO3)n2)cc1,-1.7
CC(C)CN(C(=O)CN(C)C(=O)Cc1ccccc1Cl)c1c(N)n(CC(C)C)c(=O)[nH]c1=O,1.5
CCc1ccc(N2CC(O)(c3cccs3)[N+]3=C2SCCC3)cc1 (stereo unspecified),-0.3
COc1ccc(C(=O)/C=C/Nc2cccc(O)c2)cc1,-0.4
O=C(O)CCC1(C(=O)O)CCC(=O)c2ccccc21 (stereo unspecified),1.1
CC1CCCN(CCCOc2ccc(Cl)cc2Br)C1 (stereo unspecified),-1.6
COc1ccc(S(=O)(=O)N(C)C)cc1NCC(=O)Nc1ccc(F)cc1F,3.9
CCN1C(=O)/C(=C/c2cn(C)nc2C)SC1=S,0.0

# In the list so far, these have fluorine:
SMILES,TTR transcr act
CCCCn1c(=O)c(F)cn(Cc2ccc(OC)c([N+](=O)[O-])c2)c1=O,-1.6
Cc1cccc(C)c1-n1nnnc1C1(C)CCC(=O)N1CC(F)(F)F (stereo unspecified),1.0
Cn1c(=O)c2c(nc(SCC(=O)c3ccc(F)cc3)n2C)n(C)c1=O,-0.2
O=C(Nc1cccc(F)c1)/C(=C\c1cccnc1)NC(=O)c1ccco1,-0.6
COc1ccc(S(=O)(=O)N(C)C)cc1NCC(=O)Nc1ccc(F)cc1F,3.9

# Following part
SMILES,TTR transcr act
c1ccc(CCc2cn(C[C@H]3CC[C@@H]([C@@H]4CC[C@H](Cn5cc(CCc6ccccc6)nn5)O4)O3)nn2)cc1,-5.2
CCOc1ccc(-n2c(COc3ccccc3)nnc2SCC(N)=O)cc1,1.2
Clc1ccc(NC2=NCCC2)cc1Cl,2.0
CC(C)(C)c1ccc(S(=O)(=O)N2CCC(N3CCCCC3)CC2)cc1,-0.9
Cc1ccc(NC(=O)C2CC(=O)N(c3ccccc3Cl)C2)cc1S(=O)(=O)N1CCOCC1 (stereo unspecified),0.9
O=c1oc2ccccc2n1Cc1cccc(C(F)(F)F)c1,2.9
O=C(Nc1ccccc1Cl)C1C(c2ccccc2)C1(Cl)Cl (stereo unspecified),0.0
CC1Sc2ccc(S(=O)(=O)N3CCC(C(N)=O)CC3)cc2NC1=O (stereo unspecified),1.9
O=C1Nc2ccccc2/C1=N/N=C/c1cccc(O)c1,3.0
O=S(=O)(NCc1ccccc1)NCc1ccccc1,0.2
NC(=O)CSc1nnc(-c2ccccn2)n1Cc1ccco1,-0.5
CCOc1cc(/C=C(\C#N)C(=O)NCC2CCCO2)ccc1O (stereo unspecified),6.2
CC(C)c1ccccc1OCCNC(=S)NC(=O)c1cccnc1,-0.3
COc1ccc(Nc2nc3ccccc3nc2NS(=O)(=O)c2cccs2)cc1,-1.8
NC(=O)c1ccc(NC(=O)c2ccc3c(c2)OCO3)cc1,1.2
Cn1cc([N+](=O)[O-])c(C(=O)Nc2ccc(-c3nc4ccccc4o3)cc2)n1,-0.4
CC(=O)Nc1ccc(NC(=O)c2ccccc2Sc2ccc([N+](=O)[O-])cc2Cl)cc1,0.3
C#CCOCCOCCOCCNc1nc(N2CCN(C(=O)Cn3cc(CCO)nn3)CC2)nc(N2CCN(C(=O)[C@H](C(C)C)n3cc(CCO)nn3)CC2)n1,1.5
Cc1ccc(C)c(NC(=O)CSc2nnc(CNC(=O)c3ccco3)n2C)c1,0.1
OCCC1CN(Cc2ccc(F)cc2)CCN1CCc1ccccc1 (stereo unspecified),6.1
O=C(Oc1ccc(Cl)c2cccnc12)c1cccc([N+](=O)[O-])c1,-1.6
Cc1cc(C)n(-c2ccc([N+](=O)[O-])cc2)n1,-0.8
CSc1ccc(C(=O)C2CCCN(C(=O)c3cc4cc(F)ccc4[nH]3)C2)cc1 (stereo unspecified),2.8
CCN(CC)S(=O)(=O)c1ccc2[nH]c(=O)cc(C(=O)NCc3ccccc3)c2c1,1.3
CC1CCN(c2ccc(C(=O)Nc3nnc(C4CC4)s3)cc2[N+](=O)[O-])CC1,1.7
COC(=O)c1cc(NCc2ccccc2F)ccc1N1CCOCC1,10*
CCNc1nc(NCC)nc(N/N=C/c2ccc(OC)cc2)n1,-0.8
CCn1nc(NC(=O)C2CCCO2)c2cc3cccc(C)c3nc21 (stereo unspecified),1.8
Cc1ccc(C(=O)NCc2ccccc2)cc1Br,0.2
COc1cc(CNCc2ccncc2)ccc1OCC(N)=O,0.6
O=C(CCCn1c(=O)[nH]c2cc(Cl)ccc2c1=O)NCCCN1CCCC1,1.9
O=C(CCN1C(=O)c2ccccc2C1=O)NC(=S)Nc1ccccc1,0.3
O=[N+]([O-])c1ccc(-c2cnc[nH]2)cc1,1.2
CCOC1=C2[C@@H](CN(S(=O)(=O)c3ccccc3C)[C@H]2c2ccc(Cl)cc2)[C@H]2C(=O)N(C3CCCCC3)C(=O)[C@H]2C1,-0.6
Nc1ccnc(Oc2ccc(F)cc2)c1,1.8
CN(C(=O)c1cccc(NC(=O)Cc2cccc(NC(=O)C3CCN(C(=O)C4CC4)CC3)c2)c1)C1CCC1,2.8
COc1ccc(C2OCCNC3C2C(=O)N(Cc2ccc(OC)cc2OC)C3Cc2ccccc2)cc1 (stereo unspecified),-0.5
CC1(c2cc([N+](=O)[O-])cc([N+](=O)[O-])c2)CC(C)(C)N(C(=O)c2ccccc2)c2ccccc21 (stereo unspecified),14*
CCOc1ccc(C(C(=O)Nc2ccc(F)cc2)N(C(=O)Cn2nnc3ccccc32)C2CC2)cc1 (stereo unspecified),-0.8
CN(C)c1ccc(C(=O)OCC(=O)Nc2ccc(N3CCOCC3)cc2)cc1,0.3

# In another format: results already given
molecule | TTR transcr act
CN(C(=O)c1cccc(NC(=O)Cc2cccc(NC(=O)C3CCN(C(=O)C4CC4)CC3)c2)c1)C1CCC1 | 2.8
CCOc1ccc(C(C(=O)Nc2ccc(F)cc2)N(C(=O)Cn2nnc3ccccc32)C2CC2)cc1 (stereo unspecified) | -0.8

# Following part:
SMILES,TTR transcr act
CN(/N=C/C=C/c1ccccc1)C1=NS(=O)(=O)c2ccccc21,-0.8
CCC(CC)c1nn2c(N)c(/C=C3\C=Nc4ccccc43)c(=O)nc2s1,-2.1
COc1cc2cc(C(=O)N3CCN(Cc4ccc5c(c4)OCO5)CC3)c(=O)oc2cc1OC,0.3
Cc1cc(C(F)(F)F)c2c(C)nn(-c3ccccc3)c2n1,1.8
S=c1[nH]nc(-c2cc(-c3ccccc3)n[nH]2)n1/N=C/C=C/c1ccccc1,3.9
Cc1nn(C)c(C)c1CN(Cc1nc(CCC(C)C)no1)C(C)C,-3.4
Cc1ccc2cc(C#N)c(N3CCCN(S(=O)(=O)c4ccccc4)CC3)nc2c1,4.3
COc1ccccc1C1CC(c2ccccc2)=NN1C(=S)Nc1ccccc1 (stereo unspecified),-1.9
N#C/C(=C\c1ccc(O)cc1)C(=O)N1CCCC1,-1.1
CC1CCN(c2nc3c(c(=O)[nH]c(=O)n3C)n2Cc2ccccc2)CC1,-0.9

# With a hit mark in TTR transcr act, among the entries above:
SMILES,TTR transcr act
COC(=O)c1cc(NCc2ccccc2F)ccc1N1CCOCC1,10*
CC1(c2cc([N+](=O)[O-])cc([N+](=O)[O-])c2)CC(C)(C)N(C(=O)c2ccccc2)c2ccccc21 (stereo unspecified),14*

# Additional entries
SMILES,TTR transcr act
O=C(O)c1cc(S(=O)(=O)N2CCOCC2)c(Sc2ccccn2)cc1Sc1ccccn1,-1.1
O=C(CCCCC(=O)OCC1COCO1)OCC1COCO1 (stereo unspecified),10*
CC(=O)O/N=C(\N)Cc1ccc(-c2csnn2)cc1,-1.2
Cc1nc2ccccc2n1CCC(=O)O,0.3
Cc1cnc(CN(C)C(=O)c2cc(COc3c(F)cccc3F)on2)[nH]1,2.8
OCc1cccc(-c2csc(C(O)c3ccco3)n2)c1 (stereo unspecified),1.2
O=C(CCN1CCN(S(=O)(=O)c2ccc(Br)cc2)CC1)Nc1ccccc1F,0.6
Cc1ccc(N2C(=N)/C(=C3/Nc4ccccc4S3)C(c3ccccc3)C2=O)cc1 (stereo unspecified),-1.3
N#CCC1c2ccccc2CCN1C(=O)Nc1ccc(C(F)(F)F)cc1 (stereo unspecified),-3.4
COCC(=O)Nc1cc(OC)c(Cl)cc1OC,-1.6
CCOc1ccccc1CN1CCC(CO)(CCOc2ccccc2)CC1,4.8
O=C(c1ccc(=O)[nH]c1)N(c1ccccc1)C(CCc1ccccc1)c1nc2ccccc2[nH]1 (stereo unspecified),0.9
Cc1ccc(NC(=O)Nc2cc(Cl)ccc2C2COC(=O)C2=N)cc1 (stereo unspecified),1.8
C=CCNC(=O)/C(C#N)=C/c1c(N2CC(C)OC(C)C2)nc2ccccn2c1=O (stereo unspecified),1.2
CCOP(=O)(OCC)C(Nc1ccc(F)cc1)c1ccccc1 (stereo unspecified),6.2
COc1ccc2[nH]c(C)c(CCNC(=S)Nc3cccc(C)c3C)c2c1,-1.0
COc1cc(C(=O)NCCCCc2ccccc2)cc(OC)c1OC,2.5
CC1=C(C)CC(C(=O)NNC(=O)c2cccc(Cl)c2)C(C(=O)O)C1 (stereo unspecified),3.0
O=C1/C(=C/c2ccco2)SC(=S)N1CC1CCCO1 (stereo unspecified),-1.0
CCCCOc1ccc(N(CC(=O)NC(C)(C)CC)C(=O)CCC(=O)Nc2ccccn2)cc1,1.9

# From PubChem BioAssay
